# Bioassay records deposited in PubChem BioAssay by The Scripps Research Institute Molecular Screening Center.
# CHRM1 agonist: activates human CHRM1 receptor; P11229; CHO-K1 hM1, Fluo-8 calcium fluorescence, agonist mode; 0% DMSO, 100% acetylcholine EC100; activation, % at 3 µM; 360,000 compounds, 0.33% hits; AID 588814;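 active = activation above the run's mean compound activation plus 3 SD, cut at about 16% in these data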;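 also: peak over basal fluorescence ratio within a 140 s kinetic read after compound addition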
# Target sequence (P11229 whole entry, looked up): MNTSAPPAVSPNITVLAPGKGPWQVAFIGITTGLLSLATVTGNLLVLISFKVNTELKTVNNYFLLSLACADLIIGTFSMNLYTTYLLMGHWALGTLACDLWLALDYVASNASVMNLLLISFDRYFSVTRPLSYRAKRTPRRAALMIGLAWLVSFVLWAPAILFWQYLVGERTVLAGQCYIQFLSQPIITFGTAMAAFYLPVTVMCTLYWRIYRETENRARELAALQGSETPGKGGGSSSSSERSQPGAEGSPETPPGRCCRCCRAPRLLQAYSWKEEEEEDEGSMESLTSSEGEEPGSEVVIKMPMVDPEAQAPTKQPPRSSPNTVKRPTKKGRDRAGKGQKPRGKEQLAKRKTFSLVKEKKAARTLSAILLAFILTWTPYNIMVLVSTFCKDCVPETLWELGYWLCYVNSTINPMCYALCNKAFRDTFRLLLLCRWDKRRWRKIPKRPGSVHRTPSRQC
# CHO-K1 Ca antag: M1 antagonist counterscreen hit in parental CHO-K1 cells | 360,000 compounds, 0.6% hits | ATP-induced calcium, Fluo-8 fluorescence | inhibition, % at 3 µM | AID 602250;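 active = inhibition above a per-plate cutoff, the plate's mean sample inhibition plus 3 SD, cut at about 24% in these data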;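 also: 0% = DMSO plus EC80 ATP and 100% = DMSO alone without ATP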
# M1 antag: antagonists of human M1 muscarinic receptor. P11229. CHO-K1 hM1, Fluo-8 calcium fluorescence, ACh EC80 antagonist. inhibition, % at 3 µM. 360,000 compounds, 1.3% hits. AID 588852;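 active = percent inhibition above its own plate's cutoff, namely the mean of that plate's compound wells plus 3 SD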;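 also: peak over basal fluorescence ratio during 140 s after agonist addition; 0% = ACh EC80 plus DMSO and 100% = DMSO alone without agonist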
# M1 PAM: human CHRM1 positive allosteric modulation. P11229. CHO-K1 hM1, Fluo-8 calcium fluorescence, ACh EC20; 0% = ACh EC20, 100% = maximal ACh. activation, % at 3 µM. 360,000 compounds, 0.088% hits; in the data active = activation above about 19%, passing the limit was not always enough
# M1 PAM parental: counter-screen for M1 PAMs: effect in parental CHO-K1 cells; ATP EC20, Fluo-8 calcium fluorescence; 0% at ATP EC20, 100% at ATP max; activation, % at 3 µM; 360,000 compounds, 0.02% hits; AID 602247;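 active = activation above the run cutoff, the mean activation of all test compounds plus 3 SD, cut at about 40% in these data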;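 also: peak over basal fluorescence ratio in a 140 s read after ATP addition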
# CHO parental Ca: signal in parental CHO cells, OX1R antagonist counter-screen; parental CHO-K1, ATP-induced calcium, Fluo-8 fluorescence; inhibition, % at 5.6 µM; 330,000 compounds, 0.63% hits;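 active = inhibition above that plate's mean sample inhibition plus 3 SD, cut at about 26% in these data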;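 also: 0% = ATP-challenged DMSO wells and 100% = DMSO wells without ATP; some compounds past the cut are filed as inactive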
#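 Test system: untransfected parental CHO cell line. Compound: one dose, 5.6 µM nominal. Detection: intracellular calcium via Fluo-8 no-wash fluorescent dye. Measure: % inhibition. Benchmarks: ATP-challenged DMSO wells low, unchallenged DMSO wells high.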
# TAAR1 agonist: agonists of human TAAR1; Q96RJ0; CHO RD-HGA16 TAAR1, Fluo-8 calcium fluorescence; vehicle wells 0%, saturating PEA agonist 100%; activation, % at 3 µM; 360,000 compounds, 0.99% hits; AID 624467;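 active = activation above the mean activation of all test compounds in the run plus 3 SD, cut at about 38% in these data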
# Target sequence (Q96RJ0 whole entry, looked up): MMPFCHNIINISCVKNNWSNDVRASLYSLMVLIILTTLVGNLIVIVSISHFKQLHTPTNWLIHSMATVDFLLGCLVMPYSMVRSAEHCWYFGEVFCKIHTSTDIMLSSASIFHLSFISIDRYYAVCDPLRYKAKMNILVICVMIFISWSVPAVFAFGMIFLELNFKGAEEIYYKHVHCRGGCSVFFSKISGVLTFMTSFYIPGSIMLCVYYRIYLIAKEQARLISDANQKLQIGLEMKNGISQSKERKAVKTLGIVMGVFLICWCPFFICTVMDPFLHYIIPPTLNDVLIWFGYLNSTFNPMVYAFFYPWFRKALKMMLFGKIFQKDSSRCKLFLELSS
#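 Benchmarks: low control DMSO, high control PEA (EC100); System: CHO RD-HGA16 cells carrying human TAAR1 plus Gα16; Detection: Fluo-8 fluorescence, 5 s baseline then 140 s kinetic read; Schedule: 17-24 h plating, Fluo-8 75 min 37 °C, 30 min RT; Read-out basis: % activation from peak over basal fluorescence ratio, DMSO-to-PEA scaled.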
# TAAR1 antagonist: human TAAR1 antagonism; Q96RJ0; inhibition, % at 3 µM; 360,000 compounds, 1.5% hits; CHO RD-HGA16 TAAR1, Fluo-8 calcium fluorescence, antagonist;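 active = inhibition above a per-plate cutoff, the mean inhibition of test compounds on that plate plus 3 SD, cut at about 49% in these data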;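 also: 0% = DMSO plus EC80 beta-PEA response and 100% = DMSO alone without agonist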
#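 System: CHO RD-HGA16 cells bearing hTAAR1. Reagent: EC80 β-phenethylamine stimulus. Schedule: seeding 17-24 h prior, 75-min 37 °C, 30-min RT dye loading. Signal: Fluo-8 intracellular calcium dye fluorescence, real-time kinetic reads. Read-out: % inhibition from peak post-agonist over basal fluorescence ratio. Benchmarks: vehicle wells and EC80 agonist wells. Replicates: n of 1.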
# CHO-K1 Ca ag: M1 agonist counterscreen hit in parental CHO-K1 cells; Fluo-8 calcium fluorescence; scaled to maximal ATP response, vehicle zero; 360,000 compounds, 0.48% hits; activation, % at 3 µM; in the data active = activation above about 15%;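 also: untransfected CHO-K1 host cells lacking M1 receptor as counterscreen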
# * marks the source's active call; other numbers are inactive results; / = not tested or not shown.
SMILES,CHRM1 agonist,CHO-K1 Ca antag,M1 antag,M1 PAM,M1 PAM parental,CHO parental Ca,TAAR1 agonist,TAAR1 antagonist,CHO-K1 Ca ag
CN(c1ccccc1C(=O)Nc1ccc(S(=O)(=O)N2CCCCC2)cc1)S(C)(=O)=O,-7,-7,-5,7,18,-5,7,-3,0.9
C=CCOc1ccc(CNCC2CCCO2)cc1 (stereo unspecified),-8,-14,-12,2,14,-3,1,1,1.3
COCCNC(=O)C(c1ccc(C)o1)N(Cc1ccc(OC)cc1)C(=O)Cn1nnc2ccccc21 (stereo unspecified),23*,9,-29,0,10,-10,41*,31,8.6
COc1ccccc1NC(=O)Nc1nnc(Cc2ccccc2F)s1,-3,11,13,-7,9,-7,0,4,0.3
CCn1cc(C(=O)N2CCc3ccccc32)c(=O)c2cc(S(=O)(=O)N3CC(C)CC(C)C3)ccc21 (stereo unspecified),-10,-15,1,-12,21,-12,0,-5,0.4
Cc1ccc(Nc2nc(NCC3CCCO3)nc(N)c2[N+](=O)[O-])cc1 (stereo unspecified),6,-12,-22,22,21,-12,15,12,-0.6
Cc1ccc(S(=O)(=O)N2CCOCC2)cc1NC(=O)C1CC(=O)N(c2ccc3c(c2)OCCO3)C1 (stereo unspecified),-4,22,23,-8,-31,-14,1,-22,-0.8
CCN(CC)C1=NS(=O)(=O)c2cc([N+](=O)[O-])ccc21,-4,6,-6,2,6,1,6,9,0.4
O=c1[nH]c(Cc2ccccn2)nc2scc(-c3ccccc3Cl)c12,1,2,-6,7,16,-1,3,0,1.3
COc1ccc(C)cc1NS(=O)(=O)c1ccc2c(c1)CCN2C(C)=O,-2,8,-2,-2,-16,-6,6,5,11
CC(=O)Nc1ccc(Oc2ccc([N+](=O)[O-])cc2Cl)cc1,-2,-9,-10,5,18,-8,9,10,3.5
Cc1ccc(C)c(Cn2c3ccccc3c3cnn(CC(=O)NCCCN4CCOCC4)c(=O)c32)c1,-5,-6,-5,-2,-11,-29,0,4,-0.1
CC1Cc2ccccc2N1C(=O)CSc1nnc(N)s1 (stereo unspecified),-3,0,-10,8,-1,-10,2,-28,1.4
CCc1cccc(NC(=S)N(CCN(C)C)C(C)c2ccncc2)c1 (stereo unspecified),-5,-15,2,3,20,-6,9,3,1.2
Nc1cnn(Cc2ccc(F)cc2)c1,-2,-4,-11,8,9,3,1,18,0.1
CC(=O)Nc1ccc(NC(=O)C2CC(=O)N(Cc3ccco3)C2)cc1 (stereo unspecified),-2,-6,3,5,7,/,1,4,2.5
O=C1C(=C2CCc3ccccc32)Cc2ccccc21,-6,-7,-17,6,-5,/,2,-20,-0.1
COc1ccc(C=C2C(=O)OC(C)(C)OC2=O)cc1OC,-1,12,-11,16,-13,-13,0,-6,-0.1
O=C(c1ccccc1)C1CCN(C(=O)c2ccco2)CC1,1,-16,-22,12,16,9,1,-21,1.8
CCC/S(C)=N/S(=O)(=O)c1ccc(C)cc1 (stereo unspecified),-6,-10,-6,5,23,-4,0,8,-0.1
COC(=O)c1ccccc1NC(=O)COC(=O)Cc1ccc(S(=O)(=O)N2CCOCC2)s1,0,4,6,-3,-19,/,10,17,2.0
COc1ccc(CNC(=O)c2ccc(-c3ccccc3)cc2)cc1OC,-6,-1,2,-4,6,-7,2,3,5.0
CC(C)Oc1ccc(C(=O)NNC(=O)c2ccccc2C(=O)O)cc1,-10,-14,-1,2,15,-14,5,24,0.8
O=C(N/N=C/c1ccc(N2CCOCC2)cc1)C1COc2ccccc2O1 (stereo unspecified),-3,-4,-1,2,-7,-11,10,15,0.1
COc1ccc(N2CC(C(=O)NCc3nnnn3-c3ccc(C)c(C)c3)CC2=O)cc1 (stereo unspecified),-1,-5,-3,10,22,-21,7,-6,-0.1

# Next section (6 carried over from the part before).
SMILES,CHRM1 agonist,CHO-K1 Ca antag,M1 antag,M1 PAM,M1 PAM parental,CHO parental Ca,TAAR1 agonist,TAAR1 antagonist,CHO-K1 Ca ag
CCC/S(C)=N/S(=O)(=O)c1ccc(C)cc1 (stereo unspecified),-6,-10,-6,5,23,-4,0,8,-0.1
COC(=O)c1ccccc1NC(=O)COC(=O)Cc1ccc(S(=O)(=O)N2CCOCC2)s1,0,4,6,-3,-19,/,10,17,2.0
COc1ccc(CNC(=O)c2ccc(-c3ccccc3)cc2)cc1OC,-6,-1,2,-4,6,-7,2,3,5.0
CC(C)Oc1ccc(C(=O)NNC(=O)c2ccccc2C(=O)O)cc1,-10,-14,-1,2,15,-14,5,24,0.8
O=C(N/N=C/c1ccc(N2CCOCC2)cc1)C1COc2ccccc2O1 (stereo unspecified),-3,-4,-1,2,-7,-11,10,15,0.1
COc1ccc(N2CC(C(=O)NCc3nnnn3-c3ccc(C)c(C)c3)CC2=O)cc1 (stereo unspecified),-1,-5,-3,10,22,-21,7,-6,-0.1
CC(C)Nc1ncnc2c1cnn2-c1ccccc1,-2,-4,1,-1,-2,-2,0,-8,1.3
Cn1cc([N+](=O)[O-])c(C(=O)Nc2ccc(C3CCCCC3)cc2)n1,-2,-9,4,0,1,-1,9,8,-0.1
CCN(CC)CCNC(=O)C1(O)c2cc(Br)ccc2NC(=O)N1c1ccccc1 (stereo unspecified),-1,3,-9,10,2,1,1,-23,-0.1
Cc1ccc(N(Cc2cc3ccc(C)cc3[nH]c2=O)S(=O)(=O)c2ccccc2)c(C)c1,-2,15,-8,7,12,-21,-1,-18,-0.3
O=C(Nc1ccc(OC(F)(F)F)cc1)Oc1ccccc1N1CCCCC1,1,16,12,-7,4,13,14,12,9.2
S=C(c1ccc(N2CCCC2)cc1)N1CCCCC1,-6,0,17,-11,3,15,3,7,-0.1
Cc1cc(C)cc(C(=O)Nc2nc3ccccc3[nH]2)c1,-3,-10,-14,12,6,-18,9,-10,5.1
Cc1ccccc1C(C(=O)NCc1ccco1)N(CC1CCCO1)C(=O)Cn1nnc2ccccc21 (stereo unspecified),4,-15,-38,9,18,-30,10,-11,-0.3
O=C(Cc1ccccc1[N+](=O)[O-])Nc1nccs1,0,-14,-7,5,10,-20,0,3,0.4
O=C(CN1CCOCC1)Nc1ccc(S(=O)(=O)NC2CCCCC2)cc1,3,-16,-27,9,-5,6,3,2,5.1
O=C(CS(=O)(=O)c1ccc(Cl)cc1)NCc1ccccc1,-1,0,6,-1,15,-13,0,-2,4.6
COc1ccc(NC(=O)CN(C)C(=O)c2cc3c(s2)CCC(C)C3)cc1 (stereo unspecified),-4,-8,-16,13,15,-19,-2,-17,-0.4
CCN(CC(=O)Nc1ccc(NC(C)=O)cc1)C(=O)CSc1ncnc2sc(C)c(C)c12,-4,-7,-7,1,12,-31,3,-21,2.1
O=C(NC1CC1)C1=C[C@@H](c2csc3ccccc23)C[C@@H](OCc2ccc(CO)cc2)O1,-3,-6,12,-1,4,-8,13,33,0.1
CC(OC(=O)Cn1cnc2c1c(=O)n(C)c(=O)n2C)C(=O)Nc1ccc(Cl)cc1 (stereo unspecified),6,-9,-7,18,-13,-4,3,-2,1.5
NC1=NC(=O)C(Cc2ccccc2)S1 (stereo unspecified),-2,-10,6,2,21,0,2,-15,0.9
CCN1C(=O)CC(SC2CC(=O)N(CC)C2=O)C1=O (stereo unspecified),0,-9,-10,8,7,/,4,-8,-0.1
CC(C)COc1ccc(C(=O)Nc2ncn[nH]2)cc1,0,-8,-24,11,9,-5,1,-7,0.7
O=c1ccc(-c2ccccc2)nn1Cc1ccccc1,2,8,-9,-1,-1,-4,9,5,3.0
O=C(O)C1CSC(CCc2ccccc2)N1 (stereo unspecified),-2,3,-5,3,7,-4,3,-14,2.4
O=C(NOC(=O)c1ccccc1F)c1ccc(OC(F)F)cc1,-4,-2,6,2,14,2,5,7,0.2
CCOc1ccccc1NC(=O)N1CCC(C(=O)c2ccc(F)cc2)CC1,-3,-17,1,5,6,-20,5,-8,1.3

# Entries of single compounds from above.
# Profile of COc1ccc(NC(=O)CN(C)C(=O)c2cc3c(s2)CCC(C)C3)cc1 (stereo unspecified) = CHRM1 agonist: -4; CHO-K1 Ca antag: -8; M1 antag: -16; M1 PAM: 13; M1 PAM parental: 15; CHO parental Ca: -19; TAAR1 agonist: -2; TAAR1 antagonist: -17; CHO-K1 Ca ag: -0.4
# Profile of CC(C)COc1ccc(C(=O)Nc2ncn[nH]2)cc1 = CHRM1 agonist: 0; CHO-K1 Ca antag: -8; M1 antag: -24; M1 PAM: 11; M1 PAM parental: 9; CHO parental Ca: -5; TAAR1 agonist: 1; TAAR1 antagonist: -7; CHO-K1 Ca ag: 0.7
# Profile of O=C(O)C1CSC(CCc2ccccc2)N1 (stereo unspecified) = CHRM1 agonist: -2; CHO-K1 Ca antag: 3; M1 antag: -5; M1 PAM: 3; M1 PAM parental: 7; CHO parental Ca: -4; TAAR1 agonist: 3; TAAR1 antagonist: -14; CHO-K1 Ca ag: 2.4
